# PV pol inh: inhibitors of poliovirus RNA polymerase binding and polymerization; AID 588519; P03300; % elongation, % (compound at 16.7 µg/mL); 150,000 tested, 0.66% active; poliovirus polymerase elongation, fluorescence polarization; hits give low values; in the data active = % elongation below about 90%; note: some results filed as inactive read as strong as hits
# Target sequence (P03300 1749-2209 limits assumed): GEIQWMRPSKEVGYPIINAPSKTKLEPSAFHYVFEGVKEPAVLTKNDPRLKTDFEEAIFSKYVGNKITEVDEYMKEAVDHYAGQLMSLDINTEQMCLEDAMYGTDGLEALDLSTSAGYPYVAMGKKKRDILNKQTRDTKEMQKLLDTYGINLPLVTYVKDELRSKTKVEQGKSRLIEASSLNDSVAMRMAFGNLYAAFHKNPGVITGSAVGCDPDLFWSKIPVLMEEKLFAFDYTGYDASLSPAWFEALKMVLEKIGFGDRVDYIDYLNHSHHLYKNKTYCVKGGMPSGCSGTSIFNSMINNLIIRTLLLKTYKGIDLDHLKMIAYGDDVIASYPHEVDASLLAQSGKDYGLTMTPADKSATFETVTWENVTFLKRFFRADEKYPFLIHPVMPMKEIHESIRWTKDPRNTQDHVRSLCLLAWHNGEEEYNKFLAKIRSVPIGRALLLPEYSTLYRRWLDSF
# PV pol inh FP z-score: second read-out of PV pol inh, no call of its own (marks repeat the call); z-score; measured here: FP z-score; hits read low
# An asterisk follows results filed as active. This is a subset, so the mix of outcomes need not match the whole.
SMILES,PV pol inh,PV pol inh FP z-score
CCOc1ccc(NC(=O)N2CCN(C(=O)c3nsc4ccccc34)CC2)cc1,113.0,1.5
CC1Cc2cc(S(=O)(=O)NCC3CCC(C(=O)Nc4ccccc4)CC3)ccc2N1C(=O)C1CC1 (stereo not given),104.0,0.5
CSc1nc2ccc(NC(=O)C(C)(C)C)cc2s1,111.0,0.9
NNC(=O)c1ccc(CN2CCCCC2)o1,102.0,0.3
COc1ccc(NC(=S)NC(C)(C)C)cc1OC,103.0,-0.4
COc1ccc2c(CNCC(C)c3ccccc3)c(C(=O)O)n(Cc3ccc(F)cc3Cl)c2c1 (stereo not given),105.0,-0.4
CC(C)Sc1ncnc2c1cnn2-c1ccccc1,100.0,-0.7
Cc1ccc(NC(=O)c2[nH]nc3c2COc2ccccc2-3)c(C)c1,101.0,0.3
CCOc1ccccc1C(=O)Nc1cccc2ccc(C)nc12,107.0,0.1
Cc1ccc(C)c(N2CCN(C3=C(c4ccccc4)C(=O)c4ccccc43)CC2)c1,107.0,0.7
CC(N)c1nc(-c2cccnc2)no1 (stereo not given),103.0,0.4
Cc1ccc(S(=O)(=O)NCCc2nnc3ccc(SCC(=O)Nc4ccc(F)cc4F)nn23)cc1,108.0,0.2
c1ccc(-n2cccc2CNC2CCCCC2)cc1,102.0,-0.5
CC(C)(C)c1ccc(Oc2ncnc3c2oc2ccccc23)cc1,108.0,0.7
O=C(O)[C@@H]1C[C@@H]2CCCC[C@@H]2N1,103.0,0.1
COc1ccc(-c2nc(SCC(=O)N3CCC(C)CC3)n[nH]2)cc1,114.0,1.2
CC1(C)NC(=O)N(CC(O)CN(Cc2ccccc2)Cc2ccccc2)C1=O (stereo not given),102.0,-0.2
CC(=O)Nc1ccc(NC(=O)c2c(-c3ccccc3)noc2C)cc1,100.0,-1.3
CC1OC(O[C@H]2/C=C/C=C/C=C/C=C/C=C/C=C/C=C/[C@H](C)[C@@H](O)[C@@H](C)[C@H](C)OC(=O)CC(O)CC(O)CCC(O)C(O)CC(O)CC3(O)C[C@H](O)C(C(=O)O)C(C2)O3)C(O)[C@H](N)C1O (stereo not given in full),101.0,0.2
COc1ccccc1-c1nc(S(=O)(=O)c2ccc(Cl)cc2)c(N2CCCCCC2)o1,104.0,-0.2
CCOc1ccc(N=c2scc(-c3ccc(S(=O)(=O)N(CC)CC)cc3)n2CCCO)cc1,103.0,0.4
Cc1oc(C(=O)O)cc1COc1ccc2c(C)c(Cc3ccccc3)c(=O)oc2c1C,103.0,0.3
CCn1c(=O)n(CC)c2cc(S(=O)(=O)N3CCc4ccccc43)ccc21,101.0,-0.3
CCCCN(C(=O)c1cccs1)c1nnc(-c2cc(OC)cc(OC)c2)s1,104.0,0.6
O=C(Cn1c(=O)n(-c2cccc(C(F)(F)F)c2)c(=O)c2sccc21)N1CCCc2ccccc21,102.0,0.3
CCOc1ccc(CCNC(=O)c2cnc3sc(N4CCCCCC4)nn3c2=O)cc1,107.0,0.1
O=C(Nc1ccc2oc(-c3cccnc3)nc2c1)c1cccnc1Cl,101.0,-0.1
COc1cccc(OCc2nc3ccccc3c(=O)n2N)c1,103.0,1.4
O=C(NC1CCCC1)c1c(F)c(F)c(F)c(F)c1F,102.0,0.4
Cc1ccccc1C(=O)c1ccc2c(c1)n(C)c(=O)n2C,111.0,1.2
CCOc1cc(CNn2cnnc2)cc(Cl)c1OCC(=O)NC(C)(C)C,106.0,0.4
CCc1ccc(NC(=O)Cn2c(=O)n(CCCCC(=O)NCc3ccccc3Cl)c(=O)c3ccccc32)cc1,107.0,0.3
N#CCSc1ccc2c(c1)OCCO2,103.0,0
CC(C(=O)N1CCCc2ccccc21)N1CC=C(c2ccccc2)CC1 (stereo not given),99.0,-0.2
CCOC(=O)N1CCC2(CC1)OC(=O)C(C)=C2C(=O)NCc1cccc(OC)c1,115.0,1.7
CCCCCSc1nnc(-c2ccc(Br)cc2)o1,105.0,0.3
CCCNc1nc(Cl)nc(Cl)n1,101.0,-0.3
CNC(=O)CN1C(=O)COc2ccc(S(=O)(=O)N3CCCCCC3)cc21,108.0,1
CC1(C)OC(=O)C(=CNc2ccccc2O)C(=O)O1,103.0,0.3
CN1C(CC(=O)c2ccccc2)CCCC1CC(O)c1ccccc1 (stereo not given),98.0,-0.3
CC(C(=O)N1CCN(Cc2ccccc2)CC1)N1CCN(S(=O)(=O)c2cccc(F)c2)CC1 (stereo not given),99.0,-0.4
Cn1c(SCc2ccccc2)nnc1-c1ccccc1,105.0,1.1
CCOc1ccc(OCc2ccc(C(=O)Nc3cc(OC)c(OC)c(OC)c3)o2)cc1,108.0,0.8
O=C(NC1CCCC1)C(Cc1ccccc1)NS(=O)(=O)c1cccs1 (stereo not given),102.0,0.4
O=C1N/C(=N\c2ccccn2)SC1Cc1ccccc1 (stereo not given),97.0,-1.2
CC(C)Cn1c(SCC(=O)c2ccc(Cl)cc2)nc2ccccc2c1=O,106.0,0.3
Cc1ccccc1OCC(=O)Nc1ccc2nc(SCC(=O)N(C)c3ccccc3)sc2c1,106.0,-0.2
CC(C)[C@H](N)C(=O)OCCOCn1cnc2c(=O)[nH]c(N)nc21,100.0,0.1
O=C(O)CCCn1c2ccccc2c2cn[nH]c(=O)c21,99.0,-2
CCN(CC)C(=O)c1cn(C)c(=O)c2cc(OC)c(OC)cc12,102.0,0.2
COc1ccc2c(c1)CC(C(=O)Nc1cccc(C)c1C)CO2 (stereo not given),102.0,-1
O=C(CCN1C(=O)COc2ccccc21)NCCN1CCc2ccccc2C1,102.0,0
CCOc1cccc2cc(C(=O)NC3CC(C)(C)NC(C)(C)C3)c(=O)oc12,104.0,0.1
COc1ccc(NC(=S)Nc2ccccc2)cc1,108.0,0.5
COC(=O)C(NC(=O)c1cccnc1Cl)C(C)C (stereo not given),101.0,0
Cc1ccc(-c2nn(CCC(=O)NC(C)C)c(=O)c3ccccc23)cc1,103.0,0.1
Cc1ccccc1CNC(=O)C(C)n1nc(C)n2c(cc3occc32)c1=O (stereo not given),109.0,-0.3
CC(C)OC(=O)[C@@H]1CCN[C@@H]1c1ccccc1,103.0,0.5
CCOc1ccc(CNCc2c(C(=O)O)n(Cc3ccccc3C)c3cc(OC)ccc23)cc1OC,99.0,-1.5
Cc1ccc(Cn2c(=O)c3ccccc3n3c(SCC(=O)OC(C)(C)C)nnc23)cc1,99.0,-0.5

# Further results
SMILES,PV pol inh,PV pol inh FP z-score
Cc1nn(-c2ccccc2)c2c1C1C(=C(N)S2)C(=O)Oc2ccccc21 (stereo not given),109.0,0.6
CCn1ncc(NC(=S)NCCc2ccccc2)c1C(N)=O,101.0,0.2
CC1CCN(c2oc(-c3ccc(COc4ccc(Cl)cc4)o3)nc2C#N)CC1,111.0,0.9
O=C(O)c1noc2c1CCCC2,100.0,-0.4
CC(NC(=O)CCCn1c(=O)c2cccn2c2ccccc21)c1ccccc1 (stereo not given),103.0,0.5
CC(NC1CC(C)N(C)CC1C)c1ccccc1 (stereo not given),104.0,0.6
Cc1ccc(N(C(=O)c2ccc(Cl)cc2)C2C=CS(=O)(=O)C2)cc1 (stereo not given),104.0,0.4
CC(C(=O)N1c2ccccc2CCc2ccccc21)n1nnc(-c2ccc(N(C)C)cc2)n1 (stereo not given),100.0,-0.8
Cc1ccccc1NC(=O)CSc1ncc2c(n1)-c1ccccc1N(C)S2(=O)=O,102.0,-0.3
O=C(NCCc1ccc(Cl)cc1)c1ccc2nc(CCc3ccccc3)oc2c1,104.0,-0.7
O=c1c(N2CCc3ccccc3C2)csc2ccc(F)cc12,112.0,1.5
CCc1ccc(NC(=O)Cn2c(=O)n(CCCC(=O)NCCc3ccc(OC)c(OC)c3)c(=O)c3ccccc32)cc1,103.0,-0.9
O=C(/C=C1\Sc2ccccc2NC1=O)NC1CCCCC1,98.0,-0.7
Cc1ccc2c(cnn2C(=O)CCCC(=O)N2CCc3ccccc32)c1,103.0,0.7
CCNc1nc(Cl)nc(NCC)n1,101.0,-0.2
Cc1cccc(-n2ncc3ccccc3c2=O)c1,108.0,0.5
CCc1ccccc1NC(=S)N(CCc1ccncc1)C(C)C,100.0,-0.7
CCc1ccc(-n2c(CCC(=O)O)ccc2-c2cccs2)cc1,112.0,0.2
CCN(CC)CCCNC(=O)c1c(C)oc2ncn(CC(C)C)c(=O)c12,103.0,-0.6
Cc1nn2c(N(C)CCO)c3c(nc2c1-c1ccc(F)cc1)CCCC3,100.0,-0.7
FC(F)Oc1ccccc1-n1cccc1,105.0,0.4
O=C(NCc1ccccc1)C1C2C=CC3(CN(Cc4cccnc4)C(=O)C13)O2 (stereo not given),103.0,0.5
Cc1c2cnn(-c3ccccc3)c(=O)c2c(C)n1C(C)C(=O)NCc1cccc(Br)c1 (stereo not given),107.0,0.1
CC1(C)OC(=O)N(c2ccccc2)/C1=C\C[N+](C)(C)C,109.0,0.6
O=C(NCc1ccccc1Cl)c1cc2c(s1)-c1ccccc1SC2,107.0,0
O=c1[nH]ncc(N2CCCCCC2)c1Cl,98.0,-0.7
CCOc1ccc(OCCBr)cc1,102.0,0.2
COc1cc(Br)cc2cc(C(=O)N3CCN(c4ccccn4)CC3)c(=O)oc12,98.0,-1
CCOC(=O)c1oc2ccccc2c1CBr,103.0,0.3
Clc1ccccc1-c1nnc(-c2ccccc2CNc2ccc(Br)cc2)o1,109.0,1.2
COc1ccc(-c2c(C)c3ccc(O)c(CN4CCN(CCO)CC4)c3oc2=O)cc1OC,108.0,0.2
CC(C)CCNC(=O)C1CCN(C(=O)c2cc3sccc3n2Cc2ccc(Cl)cc2)CC1,112.0,1.8
CCc1ccc(NC(=O)Cn2c(=O)oc3cc(S(=O)(=O)NCc4ccccc4)ccc32)cc1,104.0,0
O=C(c1cccc(Cl)c1)c1nnc(-c2ccccc2)o1,99.0,-0.2
COc1ccccc1C(=O)Nc1ccc(C(=O)OCc2cc(=O)n3c4c(sc3n2)CCCC4)cc1,106.0,-0.1
O=C1CC(c2ccco2)CC2=C1C(c1ccc(Cl)cc1)n1ncnc1N2 (stereo not given),102.0,0.2
COc1cccc(CNc2ncnc3onc(-c4ccc(F)cc4)c23)c1,101.0,-0.2
CCOC(=O)c1c(C)[nH]c(CCC(=O)Nc2ccccc2C(=O)OC)c1C,111.0,0.5
COCc1c(C)cc(C)c(C=C(C#N)C#N)c1C,96.0,-1.3
COC(=O)C1CC(C)=CC(C)C1C(=O)O (stereo not given),104.0,0.6
CC(C)Cc1ccc(C(C)c2nc(-c3cccs3)no2)cc1 (stereo not given),103.0,0
O=C(CSc1nc2ccccc2nc1Cc1ccccc1)Nc1ccc2c(c1)OCO2,105.0,-0.2
COc1cccc(-c2nnn(CC(=O)N3CCCC3)n2)c1,100.0,-0.6
Cc1cc(C)cc(NC(=O)Cc2noc3ccc(C)cc23)c1,100.0,-1
C=CCn1c(CNC(=O)c2ccccc2)n[nH]c1=S,104.0,0.7

# A second format for part of the listing above:
# Values in the order – PV pol inh, PV pol inh FP z-score
CC1OC(O[C@H]2/C=C/C=C/C=C/C=C/C=C/C=C/C=C/[C@H](C)[C@@H](O)[C@@H](C)[C@H](C)OC(=O)CC(O)CC(O)CCC(O)C(O)CC(O)CC3(O)C[C@H](O)C(C(=O)O)C(C2)O3)C(O)[C@H](N)C1O (stereo not given in full)
  101.0, 0.2
COc1ccccc1-c1nc(S(=O)(=O)c2ccc(Cl)cc2)c(N2CCCCCC2)o1
  104.0, -0.2
CCOc1ccc(N=c2scc(-c3ccc(S(=O)(=O)N(CC)CC)cc3)n2CCCO)cc1
  103.0, 0.4
Cc1oc(C(=O)O)cc1COc1ccc2c(C)c(Cc3ccccc3)c(=O)oc2c1C
  103.0, 0.3

# Going on with the list:
SMILES,PV pol inh,PV pol inh FP z-score
Clc1ccc(OCCN2CCNCC2)cc1,102.0,0.1
N#C/C=N/N(c1ccccc1)c1ccccc1,104.0,0.1
O=C(CN1C(=O)c2cccc3cccc1c23)Nc1cccc(F)c1,102.0,-0.3
Cc1cc(C(=O)O)ccc1-c1ccc(/C=N/n2cnnc2)o1,99.0,-0.2
Cc1ccc2c(c1)-c1c(cnn1CC(=O)NCCCN1C(C)CCCC1C)CO2 (stereo not given),103.0,0.2
O=C(NCc1ccccc1)C1CCN(S(=O)(=O)c2ccc3c(c2)CCCN3C(=O)C2CCC2)CC1,107.0,-0.1
CC(=O)N1CCN(c2ccc(NC(=O)COc3ccc4ccccc4c3)cc2)CC1,104.0,0.1
O=C(O)CSc1nnc2nnc3ccccc3n12,100.0,-0.3
O=C(Nc1ccc(Cl)c(Cl)c1)N1CCC(c2ccccc2)C1 (stereo not given),103.0,-0.4
O=C1OCCC1N1C(=O)c2ccccc2S1(=O)=O (stereo not given),104.0,0.2
Cc1ccc(-c2cn3c(n2)SCC3)cc1,101.0,0
Cc1cc(C)c(NC(=O)c2cc3sc(Cl)cc3n2C)c(C)c1,104.0,-0.3
CC(=O)c1ccc(NC(=O)CSc2nc(-c3cccc(F)c3)nc3c2c(=O)n(C)c(=O)n3C)cc1,99.0,-2
CC(C)N(Cc1nnc(-c2ccccc2Cl)o1)C(=O)CCN1C(=O)NC2(CCCC2)C1=O,102.0,-0.3
COc1ccc2c(c1)OC13CCCCC1C2C(C(=O)c1ccccc1)C(=O)N3 (stereo not given),99.0,-0.7

# The closing 7 records of the section above come first, to join the parts:
SMILES,PV pol inh,PV pol inh FP z-score
O=C(Nc1ccc(Cl)c(Cl)c1)N1CCC(c2ccccc2)C1 (stereo not given),103.0,-0.4
O=C1OCCC1N1C(=O)c2ccccc2S1(=O)=O (stereo not given),104.0,0.2
Cc1ccc(-c2cn3c(n2)SCC3)cc1,101.0,0
Cc1cc(C)c(NC(=O)c2cc3sc(Cl)cc3n2C)c(C)c1,104.0,-0.3
CC(=O)c1ccc(NC(=O)CSc2nc(-c3cccc(F)c3)nc3c2c(=O)n(C)c(=O)n3C)cc1,99.0,-2
CC(C)N(Cc1nnc(-c2ccccc2Cl)o1)C(=O)CCN1C(=O)NC2(CCCC2)C1=O,102.0,-0.3
COc1ccc2c(c1)OC13CCCCC1C2C(C(=O)c1ccccc1)C(=O)N3 (stereo not given),99.0,-0.7
O=C(CN1CCCC1)c1ccccc1Br,105.0,0.3
CC(C)CCN1CC(C(=O)NC2CCCCCC2)CC1=O (stereo not given),103.0,1
O=C(O)CSc1nc2ccc(Cl)cc2[nH]1,100.0,-0.5
O=C(COC(=O)COc1ccc(Cl)cc1)Nc1ccc(Br)cc1F,101.0,-0.2
